SKBR3 24h inh: SK-BR-3 proliferation inhibitors; viability, % at 10 µM; AID 847; actives 0.47% (n = 41,000); SK-BR-3 viability, CellTiter-Glo ATP luminescence, 24 h; active compounds read low;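 active means viability at or below the median of all test compounds minus 3 SD, in both replicates if run twice, cut at about 45% in these data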;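 further: 100% = median untreated cell wells and 0% = median positive control drug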
* marks the source's active call; other numbers are inactive results. Not all compounds are listed. The share of hits here may be higher or lower than overall.

entry	compound	SKBR3 24h inh
1	O=C(CCS(=O)NCc1ccccc1)NCc1ccccc1 (configuration not stated)	111
2	Cc1ccccc1NC(=O)CSc1nc(Nc2ccccc2)nc(N2CCOCC2)n1	76
3	O=C(COC(=O)C1CC2C=CC1C2)Nc1ccc2c(c1)OC(F)(F)O2 (configuration not stated)	81
4	CCCOc1ccccc1Nc1nnc(C)c(=O)[nH]1	87
5	COc1ccccc1-c1nnc(NC(=O)c2ccc(S(=O)(=O)N(C)Cc3ccccc3)cc2)o1	65
6	COc1ccc(CCNc2oc(Cc3cccc4ccccc34)nc2C#N)cc1OC	80
7	Cc1ccc(O)c(-c2cc(C(F)(F)C(F)F)nc(-c3ccccc3)n2)c1	95
8	O=C(Nc1ccc(Cl)cn1)c1cccc(F)c1	80
9	CC(C)(C)NC(=O)CSc1nnc(-c2ccncc2)n1Cc1ccccc1	90
10	Cc1nnc(NC(=O)CSc2ccccn2)s1	92
11	CCOC(=O)C(C)Sc1nc2c([nH]c3ccccc32)c(=O)n1C (configuration not stated)	114
12	CCOc1ccccc1NC(=O)CSc1nnc(CNC(=O)COc2ccc(Cl)cc2)o1	92
13	Cc1csc(SCC(=O)c2ccc(S(=O)(=O)N3CCOCC3)cc2)n1	88
14	CCN(CC(=O)Nc1ccccc1C(=O)OC)S(=O)(=O)c1ccc(OC)cc1	65
15	O=C(NCCSc1ccccc1)c1ccco1	82
16	Oc1ccccc1-c1nc(NCc2ccco2)c2ccccc2n1	103
17	O=C(CN1C(=O)NC(Cc2ccccc2)C1=O)Nc1ccccc1 (configuration not stated)	89
18	Cc1nc2c(o1)CCc1ccccc1C2N1CCN(C)CC1 (configuration not stated)	81
19	CCCCC(=O)Nc1ccc(N2CCN(S(C)(=O)=O)CC2)cc1	94
20	Cn1c(C(=O)NCCCN2CCN(c3ccccc3F)CC2)cc2c(=O)[nH]c3ccccc3c21	73
21	CCOC(=O)c1[nH]c2cc3c(cc2c1NC(=O)CN1CCC2(CC1)OCCO2)OCO3	82
22	COCC(=O)N(Cc1cc2ccc(C)cc2[nH]c1=O)c1ccc(OC)cc1	104
23	CNc1nnc(-c2ccncc2)s1	76
24	O=C(CSc1nnc(Cc2ccccc2)o1)NC1CCCCC1	78
25	COc1ccc(OC)c2[nH]c(=O)c(CCNS(=O)(=O)c3ccc(Cl)cc3)cc12	78
26	CCOc1cccc(OCCOCCN(C)Cc2ccccc2)c1	71
27	Cc1ccc2c(C(=O)CN3CCCCC3CCO)c(C)[nH]c2c1 (configuration not stated)	98
28	CN1Cc2c(N3CCOCC3)nc(SCc3ccccc3)c(C#N)c2CC1(C)C	69
29	CCc1ccc2[nH]c(=O)c(CN(CCCN3CCOCC3)C(=O)Nc3ccc(F)cc3)cc2c1	89
30	C/C(NC1CCCCC1)=C(/C#N)C(=O)NCCN1CCOCC1	74
31	Cc1ccc(N(CC(=O)NC2CCCCCC2)S(=O)(=O)c2c(C)nn(C)c2C)cc1	66
32	O=C(Nc1nc2c(s1)CCCC2)C1CCCN1C(=O)c1cccs1 (configuration not stated)	92
33	O=C1CC(N2CCN(C(c3ccccc3)c3ccccc3)CC2)C(=O)N1 (configuration not stated)	111
34	Cn1ccnc1SCC(=O)Nc1ccc2c(c1)COC2=O	103
35	CCN(CC)c1ccc2cc(C(=O)Nc3cccnc3N3CCOCC3)c(=O)oc2c1	87
36	Cc1ccc(C(=O)NCc2ccc(Cl)c(Cl)c2)o1	86
37	CCCCOC(=O)Nc1nc(CC(=O)OCC)cs1	91
38	O=C(NCc1ccccc1)NC1(C(=O)N2CCN(c3ncccn3)CC2)CCCCC1	118
39	CSc1nc2c(c(=O)[nH]1)C(c1cccs1)C1=C(CCCC1=O)N2 (configuration not stated)	99
40	CC1CCN(C(=O)CN(C2CCCCC2)S(C)(=O)=O)CC1	99
41	O=C(NCc1ccccn1)c1ccc(N2CCCC2=O)cc1	89
42	COC(=O)c1ccc(NC(=O)CCN2CCN(c3ccccc3)CC2)cc1	96
43	C=CCSc1nnc(NC(=O)CSc2nc(CCC)cc(=O)[nH]2)s1	75
44	COc1cc(Cc2cnc(N)nc2N)cc(OC)c1OC	82
45	COCCCNC(=O)c1ccc(CNS(=O)(=O)c2ccc(NC(C)=O)cc2)cc1	94
46	COC(=O)c1ccccc1N(Cc1ccccc1)S(C)(=O)=O	99
47	NS(=O)(=O)c1ccc(CNC(=O)C2CCCCC2)cc1	88
48	Nc1c(S(=O)(=O)c2cccs2)c2nc3ccccc3nc2n1Cc1ccc2c(c1)OCO2	116

Laid out differently: results already given.
44	COc1cc(Cc2cnc(N)nc2N)cc(OC)c1OC
  SKBR3 24h inh: 82

40	CC1CCN(C(=O)CN(C2CCCCC2)S(C)(=O)=O)CC1
  SKBR3 24h inh: 99

Further records follow:
entry	compound	SKBR3 24h inh
49	C[C@@H]1C[C@H]2[C@@H]3CCC4=CC(=O)C=C[C@]4(C)[C@@]3(F)[C@@H](O)C[C@]2(C)[C@H]1C(=O)CO	115
50	CCNc1cc2n(c(=O)n1)CCc1cc(OC)c(OC)cc1-2	102
51	CC(=O)C1=C(C)NC(=O)NC1c1cc(Br)ccc1OCC(N)=O (configuration not stated)	102
52	COc1ccc(N2CCN(C3CC(=O)N(C)C3=O)CC2)cc1 (configuration not stated)	101
53	Cc1cc(C)cc(NC(=O)CCN2CC(C)OC(C)C2)c1 (configuration not stated)	96
54	COc1ccc(-n2ncc3c(NCc4cccs4)ncnc32)cc1	81
55	CSc1cccc(NC(=O)CSc2nnc(C)s2)c1	105
56	COc1nc(Nc2cccc(C(F)(F)F)c2)nc(OC)n1	93
57	Nc1nc(Nc2cccc3ccccc23)nc(C2CCCC2=O)n1 (configuration not stated)	51
58	O=C(NC12CC3CC(CC(C3)C1)C2)N1CCN(C(=O)C2CCCO2)CC1 (configuration not stated)	98
59	Cc1ccc(C(=O)Nc2cccc(C(=O)NCc3ccco3)c2)cc1	77
60	Cc1nnc(N(CCC#N)CCC#N)s1	100

Single entries from the list.
Under SKBR3 24h inh, #59 has 77
Under SKBR3 24h inh, #56 has 93
Under SKBR3 24h inh, #52 has 101

Next section:
entry	compound	SKBR3 24h inh
61	CN/S(=N/S(=O)(=O)c1ccccc1)c1ccc(C)cc1 (configuration not stated)	106
62	COc1ccc2nc(-c3ccccc3)[nH]c2c1	103
63	COc1cc(C(=O)N(Cc2cc3ccccc3[nH]c2=O)CC2CCCO2)cc(OC)c1OC (configuration not stated)	84
64	COc1ccc(C2/C(=C(/O)c3ccccc3)C(=O)C(=O)N2c2ncccn2)cc1OC (configuration not stated)	107
65	CCCCC(=O)Nc1cccc(-c2nn3c(C)nnc3s2)c1	112
66	CC(C)COc1nc2ccccc2nc1C(C#N)C(=O)NC1CCCCC1 (configuration not stated)	89
67	COc1cc2c(cc1OC)C(c1cccs1)NCC2 (configuration not stated)	95
68	N/C(=N\c1nc2c(c(=O)[nH]1)CCCC2)Nc1ccccc1	104
69	CC1(C)CC(=O)C=C(Nc2cc(-c3ccccc3)[nH]n2)C1	75
70	Cc1ccccc1C(=O)NC1CCN(Cc2nnnn2Cc2ccc(F)cc2)CC1	101
71	N#CC1=C(N)OC2=C(C(=O)CCC2)C1C1C=CCCC1 (configuration not stated)	95
72	Cc1cc(C)cc(OCc2nnc(SCC(=O)Nc3ccccc3)o2)c1	87

The final 6 entries of the part before open the next one:
entry	compound	SKBR3 24h inh
67	COc1cc2c(cc1OC)C(c1cccs1)NCC2 (configuration not stated)	95
68	N/C(=N\c1nc2c(c(=O)[nH]1)CCCC2)Nc1ccccc1	104
69	CC1(C)CC(=O)C=C(Nc2cc(-c3ccccc3)[nH]n2)C1	75
70	Cc1ccccc1C(=O)NC1CCN(Cc2nnnn2Cc2ccc(F)cc2)CC1	101
71	N#CC1=C(N)OC2=C(C(=O)CCC2)C1C1C=CCCC1 (configuration not stated)	95
72	Cc1cc(C)cc(OCc2nnc(SCC(=O)Nc3ccccc3)o2)c1	87
73	O=C1CC(N2CCCN(C3CC(=O)N(c4ccc(F)cc4)C3=O)CC2)C(=O)N1c1ccc(F)cc1 (configuration not stated)	91
74	O=C(O)c1coc2ccccc12	107
75	O=C(CCCC(=O)N1CCc2ccccc21)N1CCc2ccccc21	109
76	CCOC(=O)CNC(=O)c1c2c(nc3ccccc13)CCCC2	92
77	CCCCN(Cc1ccccc1)C(=O)c1cnc2n(c1=O)CCS2	88
78	COc1ccc(C)cc1S(=O)(=O)N1CCN(c2cccc(C(F)(F)F)c2)CC1	84
79	CC(C)CCn1c(N)c(S(=O)(=O)c2cccs2)c2nc3ccccc3nc21	128
80	CCOC(=O)C1=C(c2ccccc2)NC(SCC(=O)NC2CCCCC2)=C(C#N)C1c1ccco1 (configuration not stated)	91
81	O=C(O)COc1cccc(NC(=O)C2CCCO2)c1 (configuration not stated)	102
82	CC(C)CC(NC(=O)COc1ccccc1)C(=O)O (configuration not stated)	117
83	CS(=O)(=O)NCCSc1nnnn1-c1ccccc1	93
84	CC(=O)C1=C(O)C(=O)N(CCc2c[nH]c3ccccc23)C1c1ccc(O)cc1 (configuration not stated)	123
85	O=C(CSc1nc2ccccc2[nH]1)NCCN1CCCCC1	79
86	Nc1cc(=O)[nH]c(SCCNS(=O)(=O)c2ccccc2)n1	84
87	CC(=O)N=c1sc2ccccc2n1C	119
88	CC(C)Nc1nc(N(c2ccccc2)c2ccccc2)nc(-n2ccnc2)n1	65
89	CCCC1O[C@@H]2C[C@H]3[C@@H]4CCC5=CC(=O)C=C[C@]5(C)[C@H]4[C@@H](O)C[C@]3(C)[C@]2(C(=O)CO)O1 (some centres not stated)	78
90	COc1ccc(C(OC(=O)c2ccco2)C(=O)NCc2ccco2)cc1 (configuration not stated)	97
91	CCCOC(=O)c1cccc(NC(=O)C(C)(C)C)c1	92
92	O=C(CSc1nnc(-c2ccco2)o1)NC1CCCCC1	104
93	COc1ccc(-c2nc(C#N)c(NCc3ccccc3Cl)o2)cc1	80
94	O=C(CN1C2=NCCCN2c2ccccc21)c1ccc(Br)s1	76
95	CCOc1ccc(C(=O)N(CN2CCCC2=O)c2ccc(C)cc2)cc1	99
96	CCN(C(=O)CCN1C(=O)c2ccccc2C1=O)C1CCCCC1	119
97	CCOC(=O)Nc1cc(OC)c(OC)cc1Cc1nccc2cc(OC)c(OC)cc12	93
98	CCC(O)(CCN1CCCCC1)c1ccccc1 (configuration not stated)	75
99	CNC(=O)CSc1nnc(-c2cc3c(C)nn(-c4ccccc4)c3s2)n1C	98
100	O=C(CN1CCCCC1)NCCNC(=O)CN1CCCCC1	91
101	CCOC(=O)N1CCC(NC(=O)c2cc(S(=O)(=O)N3CCCC3)cn2C)CC1	80
102	CC(C(=O)c1ccccc1)n1cnc2ccccc2c1=O (configuration not stated)	91
103	CCCCOc1cccc(C(=O)O)c1	88
104	CCOC1(NC(=O)c2ccccc2)C(C)=CC(=O)C=C1C	87
105	CCNS(=O)(=O)c1cc(S(C)(=O)=O)ccc1Cl	90
106	CCC(=O)Nc1nc(CC(=O)Nc2ccccc2)cs1	65
107	CCCOc1ccc(-c2cnc(SCC(N)=O)nc2N)cc1	89
108	CS(=O)(=O)Nc1ccc(C(=O)NC2CCCC2)cc1	86
109	O=C(NCC1CCCO1)c1ccc2c(c1)OCO2 (configuration not stated)	96
110	O=C(NC1CC2CCCC(C1)N2C(=O)NC1CCCCC1)c1ccccc1 (configuration not stated)	103
111	C=CCNc1nnc(SC2CC(=O)N(c3ccc(OC)cc3)C2=O)s1 (configuration not stated)	102
112	CC1(C)CC(=O)C2=C(C1)N(Cc1ccco1)C(=O)C2(O)C(F)(F)F (configuration not stated)	86
113	Cc1ccc(-c2nc3ncccc3o2)cc1NC(=O)Cc1ccc(Cl)cc1	100
114	COc1ccc(CCNC(=O)CSc2nnnn2Cc2ccc3c(c2)OCO3)cc1OC	94
115	CCOC(=O)CSc1nc(N)cc(=O)[nH]1	76
116	CCOc1cc(NC(=O)c2ccccn2)c(OCC)cc1NC(=O)CC(C)C	64
117	CCc1nnc(NC(=O)CSc2nnc(-c3ccccc3NC(=O)c3ccccc3)o2)s1	106
118	CCCCCCN=CC1=C(O)CC(C)(C)CC1=O	88
119	Cc1occc1-c1nc(-c2ccccn2)no1	128
120	N#Cc1nc(Cc2ccccc2)oc1N1CCN(c2ccccc2)CC1	124
121	CCOC(=O)c1ccc(COC(=O)c2nonc2N)cc1	97
122	COc1cccc(-c2nn3c(-c4ccco4)nnc3s2)c1	107
123	COc1ccc(N2C(=O)CC(NCc3ccncc3)C2=O)cc1 (configuration not stated)	99
124	CN1CCN(S(=O)(=O)c2ccc(N)cc2)CC1	98
125	CCCc1cc(Nc2c(C)n(C)n(-c3ccccc3)c2=O)n2c(nc3ccccc32)c1C#N	74
126	CCOc1ccccc1CN1CCN(S(C)(=O)=O)CC1	87
127	CCN(CC)C(c1ccc(C)cc1)c1nnnn1C1CCCCC1 (configuration not stated)	94
128	O=C(CCN1CCC(c2ccccc2)C1)c1cccs1 (configuration not stated)	147
129	CCOc1cc(C(=O)Nc2ccc(S(=O)(=O)N3CCOCC3)cc2)cc(OCC)c1OCC	88
130	CCC(NC(=O)c1ccccc1NC(=O)c1ccccc1)C(=O)O (configuration not stated)	95
131	COc1ccccc1NC(=O)Cn1c(=O)oc2ccccc21	100
132	CC(=O)c1cccc(NC(=O)N2C3CCC2CC(O)(c2cccnc2)C3)c1 (configuration not stated)	89
133	CCOC(=O)c1cnc2c(OC)cccc2c1N1CCN(c2ccccc2OC)CC1	56

An excerpt from above in order of length of the SMILES, largest number first:
entry	compound	SKBR3 24h inh
132	CC(=O)c1cccc(NC(=O)N2C3CCC2CC(O)(c2cccnc2)C3)c1 (configuration not stated)	89
133	CCOC(=O)c1cnc2c(OC)cccc2c1N1CCN(c2ccccc2OC)CC1	56
128	O=C(CCN1CCC(c2ccccc2)C1)c1cccs1 (configuration not stated)	147

Screens (PubChem BioAssay)
